# NCF1 inh – p47phox/p22phox peptide binding inhibitors, primary screen, biochemical, uHTS, NADPH oxidase regulatory subunit; Neutrophil cytosol factor 1 (Homo sapiens), P14598; fluorescence polarization, 2 h; inhibition, % at 24.7 µM; hit rate 0.53% among 220,000; AID 1274, 2008;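 active means inhibition above about 30%, limit read from the data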;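 further: 0% = p47phox with labelled peptide and 100% = labelled peptide alone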
# Target sequence (P14598 whole entry, looked up): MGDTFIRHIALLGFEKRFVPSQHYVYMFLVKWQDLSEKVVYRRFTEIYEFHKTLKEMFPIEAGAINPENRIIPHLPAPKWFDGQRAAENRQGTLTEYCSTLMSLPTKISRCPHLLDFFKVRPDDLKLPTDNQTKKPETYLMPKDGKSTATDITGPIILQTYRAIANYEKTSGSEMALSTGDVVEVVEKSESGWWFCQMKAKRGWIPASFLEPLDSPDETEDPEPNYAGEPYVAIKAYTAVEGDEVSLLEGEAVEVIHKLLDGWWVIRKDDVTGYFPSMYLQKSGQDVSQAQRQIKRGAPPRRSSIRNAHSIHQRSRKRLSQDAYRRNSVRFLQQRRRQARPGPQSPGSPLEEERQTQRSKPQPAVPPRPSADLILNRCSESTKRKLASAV
# TRPML3 ag – human TRPML3 channel agonists, primary screen, cell-based, HEK293 TRPML3-YFP, Fluo-8 calcium fluorescence, 3 µM; hit rate 0.29% among 220,000; 100% = the carbachol control signal; activation, % at 3 µM; Mucolipin-3 (Homo sapiens), Q8TDD5;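 active means activation above its plate's cutoff, the mean activation of the plate's test wells plus 3 SD, cut at about 12% in these data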;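 further: 0% = DMSO only wells and 100% = carbachol wells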
#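 Test system: TRPML3-YFP stable HEK293 cells. Doses: single point at 3 µM. Incubation: dye loading 1 h 37 °C then 30 min ambient, 125 s read. Signal: Fluo-8 calcium dye fluorescence, ex 470-495, em 515-575 nm. Measure: percent activation from peak-to-basal fluorescence ratio, scaled between DMSO and carbachol.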
# TNF necrop inh – inhibitors of TNF-alpha triggered necroptosis, primary screen, cell-based, Jurkat FADD-/-, single concentration; Jurkat FADD-/- TNF necroptosis rescue, ATP luminescence, 24 h; 0 = TNF only, 100 = no-TNF cells; activation (protection from cell death), % at 10 µM; AID 463075, 2010; hit rate 0.068% among 220,000;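 active means activation, meaning protection from cell death, of at least 50% relative to plate controls; inactive means activation below 50%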;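 further: necroptosis triggered by 40 ng/mL TNF-alpha added together with compound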
# CHOP inhibitor – inhibitors of CHOP promoter induction, primary screen, cell-based, unfolded protein response, luciferase reporter. hit rate 3.8% among 220,000. CHO-K1 CHOP-promoter luciferase, tunicamycin-induced, 15-18 h. inhibition, % at 10 µM. AID 2732, 2010;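 active means compounds that reduced the stress-induced luciferase reporter signal by more than about 70% of percent inhibition, limit read from the data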;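 further: 0% = tunicamycin plus vehicle and 100% = wells without tunicamycin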
# Mdm2 ligase inh – MDM2-luciferase reporter signal enhancers, primary screen, MDM2 E3 ligase inhibitor project, cell-based, luminescence, 1536-well. AID 1230, 2008. hit rate 0.11% among 210,000. signal enhancement, % at 5 µM. E3 ubiquitin-protein ligase Mdm2 (Homo sapiens), Q00987. cell-based MDM2 ubiquitination luciferase reporter, 2 h; 0 = plate control, 100 = twice control, blank-subtracted;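 active means signal enhancement of 30% or more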;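 further: luminescence tracks abundance of the self-degrading MDM2-luciferase fusion protein; higher signal means inhibition of MDM2 E3 ligase activity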
# Target sequence (Q00987 whole entry, looked up, the tested form may be a part): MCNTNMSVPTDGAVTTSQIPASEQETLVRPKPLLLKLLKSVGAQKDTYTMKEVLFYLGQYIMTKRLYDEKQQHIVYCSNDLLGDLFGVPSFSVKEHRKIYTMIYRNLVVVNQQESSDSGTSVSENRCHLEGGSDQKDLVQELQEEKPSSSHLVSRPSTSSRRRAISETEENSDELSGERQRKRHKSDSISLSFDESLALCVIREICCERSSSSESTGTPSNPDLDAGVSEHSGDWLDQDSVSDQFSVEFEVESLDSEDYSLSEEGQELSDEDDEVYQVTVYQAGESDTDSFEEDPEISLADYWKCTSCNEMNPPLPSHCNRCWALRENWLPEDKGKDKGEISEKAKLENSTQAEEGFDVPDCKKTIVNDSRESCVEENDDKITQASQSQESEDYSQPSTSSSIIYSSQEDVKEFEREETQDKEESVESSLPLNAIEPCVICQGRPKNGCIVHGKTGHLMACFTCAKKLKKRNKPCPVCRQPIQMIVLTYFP
#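 Test system: mammalian cells stably expressing self-ubiquitinating, self-degrading MDM2 E3–luciferase fusion; Amount: 2000 cells in each well; Medium: DMEM; Schedule: 4 h settle plus 2 h compound, 37 °C; Technique: SteadyLite luciferase luminescence after 15 min room-temperature reagent incubation; Benchmarks: plate control and blank wells.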
# PPC-1+TRAIL kill – compounds killing PPC-1 cancer cells with TRAIL present, primary screen, TRAIL potentiator project, ATPLite luminescence, uHTS | PPC-1 cells + TRAIL, ATPLite viability luminescence | cell killing (% activity), % at 4 µM | hit rate 0.41% among 220,000 | AID 1443, 2008;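 active means cell killing above 50% in the first pass at 4 µM, then a duplicate retest at 5 µM averaging 50% or more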;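 further: plate controls were cells with TRAIL plus DMSO for no effect and medium-only wells lacking cells for full effect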
# Runt-SMMHC FRET – inhibitors of RUNX1 Runt–CBFb-SMMHC binding, primary screen, biochemical, FRET, Cerulean-Runt, Venus-CBFb-SMMHC, uHTS | AID 1434, 2008 | Cerulean-Runt/Venus-CBFb-SMMHC FRET ratio 530/480, 1 h | inhibition, % at 20 µM | Runt-related transcription factor 1 (Homo sapiens) + Core-binding factor subunit beta … | hit rate 0.74% among 220,000;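 active means mean inhibition across duplicate retests at 20 µM reaching about 50%, limit read from the data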;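 further: 0% = DMSO wells and 100% = wells with excess untagged CBFb-SMMHC; inhibitors lower the FRET ratio by blocking Runt binding to CBFb-SMMHC; some results filed as inactive read as strong as hits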
# TRPN1 ag – zebrafish TRPN1 channel agonists, primary screen, cell-based, HEK293, calcium fluorescence; hit rate 0.18% among 220,000; AID 1424, 2008; HEK293 zebrafish TRPN1-YFP, Fluo-8 calcium fluorescence; 100% = response to 87 µM carbachol; activation, % at 3 µM;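 active means activation above its plate's cutoff, the mean activation of test wells on that plate plus 3 SD, cut at about 19% in these data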;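 further: 0% = DMSO alone and 100% = 87 µM carbachol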
#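 Material: zebrafish TRPN1-YFP in HEK293 cells; Doses: single test compound dose, 3 µM nominal, 0.3% DMSO; Timing: dye loading 1 h at 37 °C, then 30 min room temperature; Technique: intracellular calcium fluorescence with Fluo-8; Benchmarks: high carbachol 87 µM, low DMSO alone.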
# EBV gp42 inh – Epstein-Barr virus gp42 inhibitors, primary screen, biochemical, uHTS, fluorescence polarization; Fluorescence polarization binding assay, mP read-out; inhibition, % (tested at 21.74 µM); AID 1085, 2008; hit rate 0.42% among 220,000; Glycoprotein 42 (Epstein-Barr virus (strain AG876)), Q1HVG2; in the data active means inhibition above about 50%
# * = called active by the depositor; · = no result given. Rows were taken by chance; 5.9% or so of the library scored in one or more.
SMILES,NCF1 inh,TRPML3 ag,TNF necrop inh,CHOP inhibitor,Mdm2 ligase inh,PPC-1+TRAIL kill,Runt-SMMHC FRET,TRPN1 ag,EBV gp42 inh
CCNC(=O)c1cc2c(=O)n3cccc(C)c3nc2n(Cc2ccc(C)cc2)c1=N,12,0.8,-8.5,3,-29,11,41,-1.0,-16
Cc1cc(Cl)ccc1NC(=S)Nc1cccnc1,-16,0.5,-1.2,-3,-1,-4,2,-0.8,-9
CCOP(=O)(OCC)C(NCc1ccccc1)c1ccc(Br)cc1 (centres undefined),1,-0.7,0.2,-6,-8,-6,-1,-0.2,-21
CCCN(CCC)CCNC(=O)CS(=O)Cc1nc(-c2ccc(C)cc2)oc1C (centres undefined),-14,0.2,-1.5,3,-17,16,-48,-1.5,-4
O=c1c(Cl)c(Cl)cnn1Cc1nnc(-c2ccc(Cl)cc2)o1,3,0.5,-12,107*,0,17,-9,1.0,9
Cc1ccccc1CS(=O)(=O)CCC(=O)NCCCN1CCOCC1,-10,0.8,1.0,27,-19,32,-10,2.0,-14
CCC(C)C(=O)Nc1cc(Cl)ccc1C(=O)O (centres undefined),-12,-0.6,0.3,0,-5,10,0,0.7,-15
O=C(CN1C2=NCCCN2c2ccccc21)c1ccc(Cl)cc1Cl,2,0.8,-4.0,20,-20,7,-3,-2.1,-24
CC1CCCC(C)N1C(=O)CSc1nc2ncnc(N)c2[nH]1 (centres undefined),-3,0.6,-1.4,10,-12,15,-2,0.9,-5
COc1cccc(N2CCCn3c2nc2c3c(=O)n(CCN3CCOCC3)c(=O)n2C)c1,-10,0.2,-0.1,43,-36,2,0,0.6,-14
COc1ccccc1Nc1nc(NCCCN(C)C)nc(N)c1[N+](=O)[O-],-30,-0.6,-7.9,-7,-17,1,0,-1.0,-11
CC(=O)Nc1ccc(-n2c(C)ccc2C)cc1,-16,0.8,1.4,-27,-12,-19,-3,0.5,-6
O=c1c2cc(NC(=S)N3CCCCC3)ccc2nc2n1CCCCC2,-6,0.7,1.1,10,-15,11,0,1.7,1
CCCc1nnc(NC(=O)CCC(=O)NC2CCCc3ccccc32)s1 (centres undefined),-4,0.3,1.3,-5,-9,28,0,0.6,-20
O=C(O)c1oc2ccccc2c1-n1cccc1,-13,-0.2,-0.7,13,-7,-8,5,-0.2,-10
COC(=O)C1C(=O)N2CCCSC2=C(C#N)C1c1cccs1 (centres undefined),2,0.1,-0.1,-5,-1,6,2,-0.4,-2
COc1ccccc1CNC(=O)c1ccc(-c2ccccc2C(F)(F)F)o1,-15,-0.7,0.6,29,·,10,3,-0.2,7
CNC(=O)CSc1nnc(-c2cc(C)cc(C)c2)o1,-10,0.2,-0.9,25,-16,0,-2,-0.7,-18
CC(/C=C/c1ccc2c(c1)OCO2)=N\NC(=O)C(O)c1ccccc1 (centres undefined),-16,0.2,1.4,6,-11,6,3,-1.5,-5
O=C1N(c2cccc3ccccc23)C(c2ccccc2)N2CCCN12 (centres undefined),0,0.7,-0.3,-7,-10,3,1,0.1,9
N#Cc1ccc(N2CCN(C(=O)c3cccc(F)c3)CC2)c(F)c1,1,1.1,-1.6,30,-7,14,-2,5.1,-24
COc1cc(/C=C\C(=O)OCn2nnc3ccccc3c2=O)cc(OC)c1OC,-2,0.3,-4.4,2,3,14,-6,-1.2,-4
CCO/N=C(/C)c1c(O)c(C)c(-c2ccccc2)n(-c2ccccc2)c1=O,-15,0.8,-1.2,-23,·,6,5,-0.9,-14
Cc1ccc(NC(=O)CSc2nc3ccccc3c(=O)n2CCCC(=O)NCCCN2CCOCC2)cc1,9,0.3,3.8,6,-50,6,-6,-0.5,9
CCN(CC)S(=O)(=O)c1ccc(C2CNC(=O)C2)cc1 (centres undefined),-6,0.8,2.3,21,-7,11,0,1.6,-12

# Limited to NCF1 inh, EBV gp42 inh and CHOP inhibitor, for some of the entries so far:
structure	NCF1 inh	EBV gp42 inh	CHOP inhibitor
COc1cc(/C=C\C(=O)OCn2nnc3ccccc3c2=O)cc(OC)c1OC	-2	-4	2
CCO/N=C(/C)c1c(O)c(C)c(-c2ccccc2)n(-c2ccccc2)c1=O	-15	-14	-23

# Compound profiles, from the list above. Values in the order: NCF1 inh	TRPML3 ag	TNF necrop inh	CHOP inhibitor	Mdm2 ligase inh	PPC-1+TRAIL kill	Runt-SMMHC FRET	TRPN1 ag	EBV gp42 inh
# Entry for CCOP(=O)(OCC)C(NCc1ccccc1)c1ccc(Br)cc1 (centres undefined) = 1	-0.7	0.2	-6	-8	-6	-1	-0.2	-21
# Entry for CCCc1nnc(NC(=O)CCC(=O)NC2CCCc3ccccc32)s1 (centres undefined) = -4	0.3	1.3	-5	-9	28	0	0.6	-20
# Entry for COc1cccc(N2CCCn3c2nc2c3c(=O)n(CCN3CCOCC3)c(=O)n2C)c1 = -10	0.2	-0.1	43	-36	2	0	0.6	-14

# Two records drawn at random from those above:
SMILES,NCF1 inh,TRPML3 ag,TNF necrop inh,CHOP inhibitor,Mdm2 ligase inh,PPC-1+TRAIL kill,Runt-SMMHC FRET,TRPN1 ag,EBV gp42 inh
O=c1c(Cl)c(Cl)cnn1Cc1nnc(-c2ccc(Cl)cc2)o1,3,0.5,-12,107*,0,17,-9,1.0,9
COc1cc(/C=C\C(=O)OCn2nnc3ccccc3c2=O)cc(OC)c1OC,-2,0.3,-4.4,2,3,14,-6,-1.2,-4

# CHOP inhibitor: hit marks shown above
mol	NCF1 inh	TRPML3 ag	CHOP inhibitor	Mdm2 ligase inh	Runt-SMMHC FRET	EBV gp42 inh
O=c1c(Cl)c(Cl)cnn1Cc1nnc(-c2ccc(Cl)cc2)o1	3	0.5	107*	0	-9	9

# (further entries)
SMILES,NCF1 inh,TRPML3 ag,TNF necrop inh,CHOP inhibitor,Mdm2 ligase inh,PPC-1+TRAIL kill,Runt-SMMHC FRET,TRPN1 ag,EBV gp42 inh
Cc1c(C(=O)OCC(=O)NCCN2C(=O)CSC2=O)oc2c1ccc1ccccc12,-2,1.3,1.0,36,13,27,-1,-0.1,-4
COC(=O)c1ccc(-c2sc3nc(N4CCOCC4)c4c(c3c2N)CC(C)(C)OC4)o1,6,0.7,1.5,102*,-13,3,-24,0.8,-21
CC(=O)N/C(=C/c1ccccc1)C(=O)N1CCCCC1,0,1.0,2.0,12,-2,7,-1,-0.1,0
CCOC(=O)CSc1nnc(-c2ccoc2C)n1-c1ccc(C)cc1,-14,-0.2,-0.3,16,0,15,-2,-1.5,-20
COc1ccc(C(C(=O)NC2CCCCC2)N(Cc2cccs2)C(=O)Cc2c[nH]c3ccccc23)cc1 (centres undefined),-14,-1.3,-11,14,-20,-6,-4,-0.4,-2
CC(C)CCNC(=O)CCCCn1c(=O)[nH]c2ccsc2c1=O,-6,-0.1,0.1,19,-4,-7,1,0.7,-8
COc1cc(C2c3c(-c4cc(C)cc(C)c4O)n[nH]c3C(=O)N2CCCO)cc(OC)c1OC (centres undefined),-13,-0.6,-0.9,-1,-1,25,1,-0.3,-17
C=CCNc1nc(C)c(C(C)=O)cc1C#N,-18,0.2,-0.7,6,·,27,1,0.8,-19
Cc1ccccc1Cn1c(=O)n(CC2CCC(C(=O)NCCc3ccccc3)CC2)c(=O)c2ccccc21 (centres undefined),29,0.6,2.6,-19,-3,-8,-1,-0.2,-20
COc1ccc(C(CCNCc2ccc(N(C)C)cc2)C(C)C)cc1 (centres undefined),-12,0.9,-3.7,10,-8,10,-1,-1.2,-9
CC12COC3(C(=O)Nc4ccc(F)cc4)CC1CCC32C (centres undefined),-6,0.2,1.6,13,-3,29,3,0.8,-3
CCOC(=O)c1c(C)[nH]c(C(=O)OC)c1CCC(=O)OC,-3,0.0,-8.0,-16,-8,-3,-4,-0.5,-4
COc1ccc2c(Cl)c(C(=O)OCC(=O)c3ccc4c(c3)NC(=O)CO4)sc2c1Cl,-18,-0.7,-1.8,54,·,-1,0,1.0,-51
O=C(NCc1ccc2c(c1)OCO2)c1ccc(CSCc2ccc(Cl)cc2)o1,-7,0.2,1.4,44,3,22,-6,1.0,-6
Cc1cc(OCCNCCO)cc(C)c1Cl,-7,1.3,0.1,28,15,19,4,0.9,-11
CCN=C1SC(CC(=O)NC(C)C)C(=O)N1CC (centres undefined),-2,0.3,-0.6,24,-13,-10,0,-0.4,-6
Cc1ccc(S(=O)(=O)NCc2c(-c3ccccc3)noc2C)cc1,6,-0.6,-0.3,3,-2,-3,0,-2.0,-1
O=C(CN1C(=O)C2C3C=CC(C3)C2C1=O)Nc1ccc2nccnc2c1 (centres undefined),-7,0.1,-0.1,-17,-4,-1,-1,0.8,-5
COc1ccc(S(=O)(=O)Nc2cc(C(=O)NCCCOC(C)C)ccc2N2CCOCC2)cc1,-16,0.4,0.3,7,-3,4,0,-0.8,-8
COc1ccc(C(=O)N2CCN(c3ccc([N+](=O)[O-])c(NCCc4ccc(OC)c(OC)c4)c3)CC2)cc1,7,0.1,1.0,81*,-34,38,-8,-0.1,-15
Cc1cc(C)nc(SCC(=O)N/N=C/c2cc(C)n(-c3ccccc3C)c2C)n1,-13,-1.2,-2.4,47,11,16,-2,-1.3,1
Cc1ccc(C(=O)N2CCn3c(C)ccc3C2C)cc1 (centres undefined),-28,0.5,1.7,48,-24,9,2,1.3,-17
COC(=O)Cn1c2ccc(Cl)cc2c2nc(C)sc21,-3,-0.2,-0.7,7,-12,4,1,-1.3,-8
Cc1sc2ncnc(N)c2c1C,1,0.0,2.0,16,7,16,-7,-2.1,-15
c1ccc2c(c1)OCc1cn[nH]c1-2,1,0.3,3.3,2,-7,12,9,1.0,-7
CCc1ccc(CCC(=O)Nc2ccc(C)c(C)c2)o1,-14,-0.2,0.9,18,-14,30,-7,0.2,-2
COc1ccccc1NC(=O)NCc1ccco1,-2,0.7,-0.2,42,-23,2,1,-0.2,-21
